Compound activity as filed in PubChem.
IMPase Li inh: cell-permeable IMPase inhibitors with lithium potentiation; AID 1457; CHO-M1 cells, IP1 TR-FRET (IP-One), carbachol + lithium; 210,000 compounds, 0.35% hits; Potency, µM (highest dose often 59.4 µM), for the others: at the top dose activity, negative = IMPase inhibition, most hits filed as inhibitors;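 further: IP1 builds up when IMPase is blocked and the TR-FRET signal falls; plate controls were basal vehicle for no effect and high inhibitor control for full effect; nearly all actives have a fitted effect of over 50% in size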
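Test compounds were applied to CHO-M1 cells previously cultured for 16–30 h at 2000 per well. A small lithium amount accompanied them; after 30 min at 37C, IP1 was quantified by TR-FRET.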
GAA inhib: inhibitors of human lysosomal alpha-glucosidase; P10253; purified human GAA, 4-MU-alpha-glucoside fluorescence; Potency, µM (series often up to 76.9 µM), for the others: at the highest dose activity change, negative = inhibition, hits mostly inhibitors; 200,000 compounds, 0.005% hits; AID 1466;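 further: plate controls were uninhibited enzyme wells for no effect and no-enzyme background for full effect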
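Fluorogenic assay: 4 nM human alpha-glucosidase with 400 uM 4-methylumbelliferyl-alpha-D-pyranoside in 50 mM citrate/phosphate, 0.005% Tween-20, pH 5.0, 20 min at room temperature. Compounds tested up to 77 uM; AC50 from Hill fits.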
RGS12 GoLoco inh: RGS12 GoLoco-Gai1 interaction inhibition; P63096; Potency, µM (top dose mostly 61.6 µM), inactives show top-dose activity, negative = inhibition, usual class: inhibitors; Gai1:RGS12 GoLoco peptide FP, rhodamine, 10 min; 230,000 compounds, 0.44% hits; AID 880; active means well fitted inhibition curve with a large enough effect, not every such curve was filed as active; inactive means no such curve, though single readings can be large or run the other way; further: on the % scale 0 is the no-effect control and ±100 the full control effect; nearly all actives have a fitted effect of over 30% in size; many of its hits are not listed in these tables
Target sequence (P63096 whole entry, looked up): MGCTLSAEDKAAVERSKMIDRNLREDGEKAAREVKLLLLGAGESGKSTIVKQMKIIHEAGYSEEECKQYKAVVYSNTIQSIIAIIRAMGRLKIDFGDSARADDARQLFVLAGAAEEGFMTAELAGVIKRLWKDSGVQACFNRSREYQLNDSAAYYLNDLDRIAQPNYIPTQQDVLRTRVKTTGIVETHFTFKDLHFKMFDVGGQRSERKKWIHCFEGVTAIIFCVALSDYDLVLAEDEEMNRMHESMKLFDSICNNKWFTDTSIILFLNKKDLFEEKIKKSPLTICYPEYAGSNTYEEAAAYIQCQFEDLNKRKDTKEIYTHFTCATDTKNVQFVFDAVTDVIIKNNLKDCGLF
HTT aggregate: inhibitors of mutant huntingtin aggregate formation in PC12 cells | AID 1688 | 220,000 compounds, 1.1% hits | Potency, µM (series often up to 46.1 µM), for inactives: top-dose activity change, negative = inhibition, most hits filed as inhibitors | PC12 HttQ103-GFP aggregates, Acumen cytometry, 40 h; further: on the % scale 0 is the no-effect control and ±100 the full control effect; nearly all actives have a fitted effect of over 60% in size
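PC12 cells with ecdysone-inducible HTT exon1 Q103-GFP, induced by 100 nM tebufenozide, given compounds in a concentration series. GFP aggregates (1–25 um, 6 SD above background) counted in lysates by laser-scanning cytometry, 488 nm excitation.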
GAA glycogen mod: GAA glycogen-cleavage inhibition or activation; P10253; AID 2100; recombinant GAA, glycogen substrate, Amplex Red glucose oxidase fluorescence; Potency, µM (series often up to 76.4 µM), without a hit: at the highest dose activity change, negative = inhibition, hits mostly inhibitors; 300,000 compounds, 0.38% hits;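 further: 0% = full enzyme reaction and -100% = no-enzyme basal signal; the screen sought inhibitors and activators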
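qHTS, 1536-well; enzyme 4 nM final; cpd up to 77 uM; substrate bovine liver glycogen 30 ug; 50 mM citrate/phosphate pH 5.0, 0.01% Tween-20; 37 C, 40 min; Amplex Red detection 45 min RT; Hill fit → AC50.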
aGlu spleen mod: inhibits or activates alpha-glucosidase in human spleen homogenate. P10253. human spleen homogenate, 4-MU-alpha-glucoside fluorescence. Potency, µM (top dose mostly 79.9 µM), for inactives: top-dose activity change, negative = inhibition, most hits filed as inhibitors. 240,000 compounds, 0.006% hits;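 further: 0% = enzyme with vehicle and -100% = no enzyme basal signal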
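Compounds were titrated against alpha-glucosidase in spleen homogenate at pH 5.0, with 1 mM 4-methylumbelliferyl substrate for 40 min at 37 C. Reactions were quenched with pH 10 NaOH/glycine and fluorescence measured.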
HTT cytoprotect: cytoprotection in Huntington HTT-Q103 PC12 cell model | PC12 HTT-Q103 induced, cytoprotection, ATP luminescence, 40 h | Potency, µM (series often up to 56.4 µM), for inactives: cytoprotection (ATP increase), hits mostly activators | 230,000 compounds, 0.14% hits | AID 1471;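 further: % of control where 0% means no effect; nearly all actives have a fitted effect of over 45% in size; toxic huntingtin expression switched on by the ecdysone agonist tebufenozide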
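PC12 cells stably carrying ecdysone-inducible Htt exon 1 (Q103)–GFP were induced with 100 nM tebufenozide (final) alongside library compounds in a dose series. Cytoprotection was scored as retained ATP by ATPlite luminescence.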
Active calls of the source: *; ? = inconclusive; . = not tested or not shown; & = joins results of further samples; [ ] = another dose, or the depositor's remark. Unless noted, the call rests on the fitted dose curve; in most records, active means well fitted curve in the direction sought with a large enough effect; inconclusive means small, poorly fitted or top-dose-only effect, or another doubt; inactive means no such curve, though single readings can be large; an effect the other way counts as inactive or inconclusive. Potency means the concentration at half of the fitted maximal effect. Some of the compounds tested; the hit share may differ from the screen's.

Each structure is followed by: IMPase Li inh	GAA inhib	RGS12 GoLoco inh	HTT aggregate	GAA glycogen mod	aGlu spleen mod	HTT cytoprotect
> S=C(NCc1ccc(Cl)cc1)Nc1ccccc1Cl
  1.5%	?	-2.7%	-4.8%	-2.0%	-3.3%	5.5%[10 µM]
> Cn1c(CCc2ccccc2)nnc1SCC(=O)N1CCCC1
  5.1%[38.3 µM]	?	0.8%	-9.9%	6.1%	2.4%	10.5%[1.9 µM]
> COc1ccc([C@H]2CC(=O)c3c(O)cc(O)cc3O2)cc1O
  .	4.7%	2.2%	-6.9%[9.22 µM]	-5.4%	1.7%	-14.2%[10 µM]
> CC[C@]1(O)C[C@@H]2CN(CCc3c([nH]c4ccccc34)[C@](C(=O)OC)(c3cc4c(cc3OC)N(C)[C@H]3[C@](O)(C(=O)OC)[C@@H](C(=O)OC)[C@@]5(CC)C=CCN6CC[C@@]43[C@@H]65)C2)C1
  8.6%	.	18.7%	.	.	19.9%	-74.8%[inhibitor]
> O=C(COc1ccc(F)cc1)N(c1ccccn1)C1CCCCC1
  3.6%	1.8%	0.6%	6.4%	-0.7%	-0.7%	27.5%[10 µM]
> O=C(O)C1CCc2sc3[nH]c(=S)n(-c4ccccc4)c(=O)c3c21 (configuration not stated)
  .	.	-26.6%	-7.6%[9.22 µM]	-8.2%	8.8%	0.1%[10 µM]
> Cc1cc(=O)n2nc(N3CCCC(C(=O)N4CCOCC4)C3)sc2n1 (configuration not stated)
  -6.2%[38.3 µM]	-9.4%	-7.4%	-1.9%	-2.6%	-6.3%	-15.7%
> CC1(C)Cc2nc3sc4c(OCc5ccccc5)ncnc4c3cc2CO1
  6.5%[38.3 µM]	3.9%	3.1%	1.4%	0.7%	-9.8%	-8.3%
> O=C(CNC(=O)c1ccco1)NCC(=O)OCc1cccc(C(=O)Oc2ccccc2)c1
  16.3%[38.3 µM]	1.3%	-3.4%	-16.0%	-0.3%	-7.5%	2.4%[0.074 µM]
> O=C1OC(c2cccs2)=N/C1=C\c1ccc(-c2ccccc2Cl)o1
  -1.2%	-3.7%	193.9%[activator]	-13.4%	-11.0%	-6.5%	8.1%[10 µM]
> CCOC(=O)Cc1cc(=O)n2[nH]c(C)c(C#N)c2n1
  -2.9%[38.3 µM]	-2.0%	-5.8%	-2.8%	2.9%	4.4%	20.3%
> Cc1ccccc1Cn1cc(S(=O)(=O)CC(=O)N2CCCCC2)c2ccccc21
  7.4%	2.5%	1.5%	-8.8%	?	2.3%	5.6%[10 µM]
> C/C(=C\COc1cc(=O)[nH]c2ccccc12)CCC(O)C(C)(C)O (configuration not stated)
  -15.5%&0.2%&-10.5%	.	-4.3%&4.3%&-2.4%	21.7%[9.22 µM]	-9.4%	1.5%&8.0%&-6.8%	-43.2%[inhibitor]
> Cc1cccc(CCNC(=O)CCCOc2cc(=O)n(C)c3ccccc23)c1
  8.4%	5.6%	-1.3%	5.3%	8.5%	4.1%	-51.6%[inhibitor]
> Cc1cc(/C=N/NC(=O)C(=O)N2CCCC2)c(C)n1-c1cccc(Br)c1
  .	-3.0%	.	-19.3%	7.0%	-1.1%	-52.6%[inhibitor]
> O=C(O)CC(Cc1ccccc1)C(=O)NCC12CC3CC(CC(C3)C1)C2 (configuration not stated)
  -2.2%	2.7%	-16.0%	12.7%	-0.8%	15.2%	-2.4%
> O=C(CCc1nnc(CCCc2ccccc2)o1)NCCc1ccccc1
  -7.0%	10.7%	8.2%	27.1%[9.22 µM]	10.6%	0.8%	28.8%[10 µM]
> S=C(NCc1cccnc1)Nc1cccc2ccccc12
  6.3%	-4.9%	7.4%	25.0%	-16.1%	6.5%	19.2%[10 µM]
> CCC(NC(=O)Nc1nnc(C(F)(F)F)s1)(C(F)(F)F)C(F)(F)F
  19.9%[38.3 µM]	-2.3%	3.6%	1.58µM*	-16.5%	?	-73.0%[inhibitor]
> Cc1cc(C)n(CCNCc2c(C(=O)N3C[C@@H](C)O[C@@H](C)C3)nc3ccc(Cl)cn23)n1
  -0.7%	?	10.8%	13.6%[9.22 µM]	-3.8%	-14.8%	12.5%[10 µM]
> CC(=O)c1cc2ccccc2oc1=O
  0.7%	.	-1.9%[21.6 µM]	.	.	6.6%[29.1 µM]	-4.3%[40.3 µM]
> COc1ccc(CC(=O)OCC(=O)N2N=C(c3ccccc3)CC2c2ccc(OC)cc2)cc1 (configuration not stated)
  15.0%	-7.7%	-10.3%	0.2%	-7.6%	-4.8%	9.1%[10 µM]
> CCCN1C(=O)c2ccc(C(=O)NCc3ccco3)cc2C1=O
  21.4%[38.3 µM]	-2.7%	-4.0%	-15.2%	2.4%	-4.2%	-15.4%[0.074 µM]
> Cc1ccc(NC(=O)CSCC(=O)Nc2ccc(N3CCOCC3)c(Cl)c2)cc1
  -1.4%[38.3 µM]	-19.3%	-16.2%	8.6%	-2.9%	-4.5%	-6.1%
> Cc1cccnc1NC(=O)Nc1ccc(F)cc1
  -5.4%[38.3 µM]	-8.5%	-6.9%	-3.0%	-9.6%	5.2%	-13.1%
> Cc1cc(NC(=O)CN2CCCCC2)n(-c2ccccc2)n1
  .	.	4.6%	9.6%[9.22 µM]	-0.4%	4.0%	13.6%[10 µM]
> CCCCc1c(C)c2ccc(OC)c(/C(C)=N\O)c2oc1=O
  0.8%[38.3 µM]	-2.8%	6.0%	-2.3%	2.0%	-2.7%	-4.7%
> Cc1ccnc2nc(C(=O)NCCc3ccc(F)cc3)nn12
  -3.4%[38.3 µM]	-11.1%	-0.3%	-2.4%	1.1%	-0.3%	8.3%
> CN(C)C(=O)c1cc(S(=O)(=O)N(C)C)c(Cl)cc1N1CCCC1
  10.4%[38.3 µM]	-7.3%	-2.1%	-2.4%	7.5%	-4.8%	10.7%[0.074 µM]
> CCC(C)NC(=O)c1ccccc1NC(=O)C(C)N(c1ccccc1)S(C)(=O)=O (configuration not stated)
  6.6%	-11.3%	-1.5%	-7.2%	8.2%	-2.2%	2.8%[0.074 µM]

The list goes on; it opens with the 2 that closed the last part.
Each structure is followed by: IMPase Li inh	GAA inhib	RGS12 GoLoco inh	HTT aggregate	GAA glycogen mod	aGlu spleen mod	HTT cytoprotect
> CN(C)C(=O)c1cc(S(=O)(=O)N(C)C)c(Cl)cc1N1CCCC1
  10.4%[38.3 µM]	-7.3%	-2.1%	-2.4%	7.5%	-4.8%	10.7%[0.074 µM]
> CCC(C)NC(=O)c1ccccc1NC(=O)C(C)N(c1ccccc1)S(C)(=O)=O (configuration not stated)
  6.6%	-11.3%	-1.5%	-7.2%	8.2%	-2.2%	2.8%[0.074 µM]
> Cc1ccc(N(CC(=O)N/N=C/c2cc(C)n(-c3ccccc3)c2C)S(C)(=O)=O)c(C)c1
  13.2%[38.3 µM]	-6.4%	-1.3%	2.9%	3.5%	-10.0%	23.1%
> S=C(NCC1CCCO1)Nc1ccccc1 (configuration not stated)
  1.3%	-7.1%	4.1%	-12.1%[9.22 µM]	-16.3%	0.0%	9.1%[10 µM]
> Cc1cccc(C=Nc2ccc3c(c2)oc2ccccc23)c1O
  -4.0%	5.0%	-23.7%	-3.4%	-13.2%	2.8%	7.2%[10 µM]
> COc1ccccc1CNC(=O)CCS(=O)(=O)c1ccc2c(c1)CCCN2C(C)=O
  -2.7%[38.3 µM]	3.2%	10.3%	-2.8%	-10.7%	-18.1%	-38.9%[inhibitor]
> COc1ccc(Cl)cc1Nc1nc(-c2sc(NC(=O)c3ccccc3)nc2C)cs1
  3.9%[38.3 µM]	-10.3%	22.8%	5.5%	-2.1%	2.2%	-41.2%[inhibitor]
> COC(=O)CCCCC1SCC(NC(=O)OC)C1NC(=O)OC (configuration not stated)
  17.3%[38.3 µM]	-2.0%	7.9%	11.9%	-2.3%	-17.7%	2.5%[10 µM]
> COC(=O)CSc1nnc(-c2ccc(S(=O)(=O)NCc3cccs3)cc2)o1
  -0.3%[38.3 µM]	-4.3%	10.1%	-1.3%	12.2%	-3.7%	-23.4%[10 µM]
> CC1CCCCC1NC(=O)CSc1nncn1N (configuration not stated)
  8.9%	9.0%	-12.3%	8.2%[9.22 µM]	-3.5%	-4.3%	27.1%[10 µM]
> CC(C)Cn1c(CN(C)Cc2ccccc2)nc2c1c(=O)n(C)c(=O)n2C
  27.1%[38.3 µM]	2.5%	-1.7%	?	3.3%	-1.8%	0.3%[10 µM]
> O=C(Cc1n[nH]c(=O)c2ccccc12)NCc1ccccn1
  -9.7%[38.3 µM]	-3.5%	0.2%	19.6%	0.6%	0.6%	-6.2%
> O=C(NN(C(=O)C1CC1)c1nc2ccccc2s1)C1CC1
  -1.8%	4.7%	-9.8%	-9.8%	8.1%	1.1%	.
> Nc1[nH]n2c(=O)cc(-c3ccccc3)nc2c1N=Nc1ccc(S(N)(=O)=O)cc1
  26.7%	-12.7%	20.7%	19.8%[9.22 µM]	-9.1%	-20.4%	-7.7%[10 µM]
> CCOC(=O)C1(C/C(C)=N/NC(N)=O)CC(C)(C)OC1=O (configuration not stated)
  3.2%	7.2%	-3.5%	-9.0%	-6.9%	-1.2%	-2.9%[10 µM]
> CCOc1ccc(CCNC(=O)C2CCN(c3nn4c(=O)cc(C)nc4s3)CC2)cc1OCC
  7.1%[38.3 µM]	-6.3%	16.5%	-2.6%	-0.4%	-1.3%	-16.1%
> COc1cc(O)c(C(CC(=O)N2CCN(c3ccccc3)CC2)c2ccc(N(C)C)cc2)c(OC)c1 (configuration not stated)
  .	.	3.5%	5.4%[9.22 µM]	-2.9%	-3.4%&0.5%	1.1%[10 µM]
> Cc1cccc(NC(=O)c2ccccc2-c2ccccc2)c1
  8.9%	-0.6%	-8.7%	-0.5%	-22.1%	-14.6%	-25.2%
> CC(=O)N(c1ccccc1)c1nc(C)cc(C)c1C#N
  -1.3%	0.3%	0.9%	-5.2%	4.3%	-4.5%	10.7%[10 µM]
> CCN(Cc1ccncc1)C(=O)CCc1nnc(CCc2ccc(OC)cc2)o1
  0.1%	0.3%	-6.6%	-1.6%[9.22 µM]	-12.7%	-10.4%	-8.4%[10 µM]
> CCn1c(SCC(=O)c2cc(C)ccc2C)nc2cc(S(=O)(=O)N3CCOCC3)ccc21
  11.5%	-4.3%	3.7%	?	-7.1%	1.6%	-16.7%[10 µM]
> CCCNC(=O)c1ccccc1NS(=O)(=O)c1ccc2c(c1)OCCO2
  -0.9%[38.3 µM]	-3.4%	-3.7%	-34.4%	-19.4%	-3.3%	-6.8%
> COc1cc2c(cc1OC)C(=S)NC1(CCCC1)C2
  3.7%	-8.9%	8.5%	-8.0%	-4.7%	-7.1%	-17.5%
